Compound activity (PubChem)
Rac1 wt modul: wildtype Rac1 GTP binding modulators, primary screen, biochemical, GST-Rac1 beads, flow cytometry, multiplex; Ras-related C3 botulinum toxin substrate 1 (Homo sapiens), P63000; fluorescent GTP binding; actives lie on both sides; 0 = cold GTP competed, 100 = untreated; GTP binding activity (% of control), % at 10 µM; 190,000 tested, 0.27% active;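 active = GTP binding activity at least 20 points away from the 100% control level, either lower or higher; inconclusive = compound flagged as likely green fluorescent, judged across all proteins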
Rac1 act GTP bind: GTP binding modulators of activated mutant Rac1, primary screen, biochemical, bead-based flow cytometry, multiplex, fluorescent GTP. GST-Rac1 activated beads; actives lie on both sides; 100% means binding = to untreated wells. percent activity (GTP binding), % at 10 µM. Ras-related C3 botulinum toxin substrate 1 (Homo sapiens), P63000. 190,000 tested, 0.11% active;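 active = GTP binding at least 20 percentage points away from the 100% baseline, in either direction, so actives lie on both sides; inconclusive = Compound likely fluorescent itself, or too few beads counted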
Rab7 wt GTP bind: modulators of GTP binding to Rab7, primary screen, biochemical, wildtype, multiplex bead flow cytometry; AID 758, 2007; GTP binding activity (percent of control), % at 10 µM; 190,000 tested, 0.055% active; GST-Rab7 beads, fluorescent GTP binding; actives lie on both sides; untreated = 100%, excess cold GTP = 0%;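 active = fluorescent GTP binding to Rab7 beads changed by at least 20 points from the 100% baseline, either direction, mostly lower; inconclusive = compound itself probably fluorescent, or too few beads counted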;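 also: median green fluorescence of bound Bodipy-FL-GTP per Rab7 bead population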
Cdc42 wt: modulators of GTP binding to wildtype Cdc42, primary screen, biochemical, multiplex bead flow cytometry, Bodipy-GTP | GST-Cdc42 beads; actives lie on both sides | percent activity (GTP binding), % at 10 µM | 190,000 tested, 0.2% active;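 active = percent activity GTP binding at least 20 points away from the 100% baseline, either down as inhibitor or up as activator; inconclusive = compound flagged as likely green fluorescent from well-wide comparison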;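 also: median bead fluorescence of bound Bodipy-FL-GTP at 100 nM; 0% = excess unlabeled GTP control and 100% = no compound control; below 100% means less GTP binding so inhibitor and above means activator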
Target sequence (P60953 whole entry, looked up): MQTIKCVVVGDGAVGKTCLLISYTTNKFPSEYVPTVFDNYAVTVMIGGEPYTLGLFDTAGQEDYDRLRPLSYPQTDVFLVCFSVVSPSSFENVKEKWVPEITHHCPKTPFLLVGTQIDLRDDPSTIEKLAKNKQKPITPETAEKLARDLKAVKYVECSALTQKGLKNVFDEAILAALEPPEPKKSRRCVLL
Mcl1 Noxa PPI: Mcl-1/Noxa binding inhibitors, primary screen, biochemical, TR-FRET, 1536-well; AID 1022, 2008; 220,000 tested, 1.5% active; TR-FRET Mcl-1/Noxa peptide binding, 2 h; inhibition, % at 21.7 µM; Induced myeloid leukemia cell differentiation protein Mcl-1 (Homo sapiens), Q07820;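 active = compounds that cut the protein-peptide binding signal by more than 50% relative to plate controls in a single-dose test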;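 also: His-tagged Mcl-1 with rhodamine Noxa BH3 peptide and terbium anti-His antibody; 0% = Mcl-1 plus Noxa peptide wells and 100% = peptide-only wells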
Target sequence (Q07820 whole entry, looked up): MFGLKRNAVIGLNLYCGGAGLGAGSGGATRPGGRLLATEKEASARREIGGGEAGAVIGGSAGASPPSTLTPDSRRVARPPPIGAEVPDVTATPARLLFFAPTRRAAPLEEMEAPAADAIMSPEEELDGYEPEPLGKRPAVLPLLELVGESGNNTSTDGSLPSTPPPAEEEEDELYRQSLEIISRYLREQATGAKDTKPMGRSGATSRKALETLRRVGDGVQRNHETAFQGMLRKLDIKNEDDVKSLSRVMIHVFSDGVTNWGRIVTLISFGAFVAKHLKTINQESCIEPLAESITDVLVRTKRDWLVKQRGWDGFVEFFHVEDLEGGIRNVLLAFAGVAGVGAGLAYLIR
Mcl1-Bid inh: Mcl-1/Bid binding inhibitors, primary screen, biochemical, TR-FRET, 1536-well; TR-FRET Mcl-1/Bid-Dy647 peptide binding; inhibition, % at 21.7 µM; 220,000 tested, 0.97% active; AID 1021, 2008;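 active = compounds that cut the binding signal by more than half at the single screening dose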;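 also: His-tagged Mcl-1 with europium anti-His antibody binding Bid BH3 peptide; 0% = Mcl-1 plus peptide wells and 100% = peptide-only wells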
Bim-Mcl-1: inhibitors of Bim peptide binding to Mcl-1, primary screen, biochemical, bead-based flow cytometry, multiplex | Induced myeloid leukemia cell differentiation protein Mcl-1 (Homo sapiens), Q07820 | Bim peptide-Mcl-1 binding | inhibition, % at 10 µM | 190,000 tested, 0.1% active | AID 1009, 2008; in the data active = inhibition above about 40%;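 also: 0% = no compound tracer wells and 100% = peptide blocker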
HRas wt GTP bind: modulators of GTP binding to HRas wildtype, primary screen, biochemical, bead-based flow cytometry, multiplex. GST-Ras wt beads, Bodipy-FL-GTP binding; actives lie on both sides. 190,000 tested, 0.14% active. GTP binding activity, % at 10 µM. GTPase HRas (Homo sapiens), P01112. AID 759, 2007;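 active = GTP binding activity at least 20% away from the 100% baseline, either lowered as inhibitor or raised as activator; inconclusive = flagged as likely green fluorescent, judged across all proteins in the well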;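 also: 0% = unlabeled GTP competition control and 100% = no-compound control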
Target sequence (P01112 whole entry, looked up): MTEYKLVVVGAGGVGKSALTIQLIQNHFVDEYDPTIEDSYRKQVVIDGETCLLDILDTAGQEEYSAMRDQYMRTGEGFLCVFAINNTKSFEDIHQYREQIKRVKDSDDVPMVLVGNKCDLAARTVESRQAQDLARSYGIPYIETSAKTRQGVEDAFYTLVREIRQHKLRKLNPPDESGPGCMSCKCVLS
Rab2 wt GTP: modulators of GTP binding to Rab2A wildtype, primary screen, biochemical, dog, bead-based flow cytometry, multiplex | GTP binding activity, % at 10 µM | 190,000 tested, 0.19% active | Ras-related protein Rab-2A (Canis lupus familiaris), P61105 | AID 760, 2007 | GST-Rab2 wt beads, Bodipy-GTP binding;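 active = GTP binding activity at least 20 points away from 100%, either lowered or raised; inconclusive = signal likely due to the compound's own green fluorescence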;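 also: 0% = beads with excess unlabeled GTP and 100% = no-compound control corrected for plate trend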
Avidin fluor: green autofluorescence of compounds with avidin beads – biophysical, 488/530 nm, flow cytometry, artefact control, profiling panel. compound fluorescence 488/530 nm; hits give high values. fluorescence (KMESF) at 10 µM. 220,000 tested, 0.38% active; in the data active = fluorescence above about 47; also: inactives centre near 10
Pf gamet viab: late stage P. falciparum gametocyte viability inhibitors, primary screen, ATP luminescence, HTS | P. falciparum stage V gametocytes, 24 h | inhibition, % at 10.9 µM | 150,000 tested, 0.065% active;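 active = inhibition above the mean plus 3 SD of compounds within the control limits, set per campaign, cut at about 38% in these data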;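 also: 0% = DMSO wells and 100% = medium only without gametocytes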
* hit, by the source's call; ? = inconclusive; . = no result given.

SMILES	Rac1 wt modul	Rac1 act GTP bind	Rab7 wt GTP bind	Cdc42 wt	Mcl1 Noxa PPI	Mcl1-Bid inh	Bim-Mcl-1	HRas wt GTP bind	Rab2 wt GTP	Avidin fluor	Pf gamet viab
NC(=O)c1c(-c2ccccc2)oc2ccc(O)cc12	98	95	101	97	-11	3	0	96	99	12	.
COc1cccc2cc(C(C)=O)c(=O)oc12	?	?	?	?	-7	12	-3	?	?	40	-11
Cn1cc(-c2ccccc2)cc(C#N)c1=O	104	102	99	105	8	0	-1	102	98	10	.
Cc1ccccc1-n1cnnc1SCC(=O)Nc1cccnc1Cl	98	96	93	99	4	-3	0	97	97	26	-11
COc1ccc(Cl)cc1C(=O)NCc1cn(C)nc1C	98	98	97	100	24	-17	0	100	99	9	9
CCn1cc(C(=O)Nc2ccc(NC(=O)c3ccco3)cc2)c(=O)c2ccc(C)nc21	102	97	100	99	9	4	-3	99	99	3	-15
COc1ccccc1S(=O)(=O)Cc1ccc(C(=O)N2CCN(c3ccccn3)CC2)o1	99	99	95	103	-6	-38	0	98	100	5	.
Brc1ccc(-c2nnc(-c3ccccc3)c(N3CCSCC3)n2)cc1	98	97	99	98	10	-17	7	99	98	19	15
CCCOC(=O)c1ccc(NC(=O)C(CC)CC)cc1	104	103	103	102	2	0	-2	102	103	1	.
O=S(=O)(Nc1nc(CN2CCOCC2)nc2sc3c(c12)CCCC3)c1cc(F)ccc1F	94	96	98	95	13	-2	0	98	97	38	-17
CCOC(=O)NC(=O)C(=CNc1ccccc1C)C(=O)NC(=O)OCC	108	100	98	103	9	4	1	102	100	4	.
CC(NC(=O)CC(O)(C(F)(F)F)C(F)(F)F)c1ccccc1 (centres undefined)	103	100	100	106	-1	-1	1	104	105	10	2
COc1ccc(C(C)=O)cc1COc1nc(C)nc2ccccc12	97	96	107	97	9	-20	-2	98	99	9	-15
CCCc1ccc(C(C)NC(=O)c2cnccn2)cc1 (centres undefined)	101	96	96	98	11	-47	0	97	96	9	.
O=C(CSc1nnc(-c2cccs2)n1Cc1ccccc1)NCc1ccc2c(c1)OCO2	100	99	99	102	2	-28	-1	101	101	15	.
O=C(O)Cn1ncn(-c2ccc(OC(F)(F)F)cc2)c1=O	101	95	106	95	8	4	-1	99	96	9	-8
Cn1c(=O)oc2cc(S(=O)(=O)N3CCCC3)ccc21	100	98	100	101	3	-19	1	100	100	6	.
CN1CCN(c2nnc(-c3cccs3)c3ccccc23)CC1	97	96	93	97	15	-13	-5	95	95	12	14
COc1ccc(N(CC(=O)N2c3ccccc3CC2C)S(=O)(=O)c2c(C)nn(C)c2C)cc1 (centres undefined)	105	100	102	102	11	-7	-3	102	101	7	.
Cc1cc(C(=O)CSc2nnc(Cc3ccccc3)o2)c(C)n1Cc1ccc2c(c1)OCO2	99	96	96	97	-5	-24	-1	95	95	8	.
O=C(c1ccco1)N1CCN(S(=O)(=O)c2cccc([N+](=O)[O-])c2)CC1	98	96	103	96	2	-17	1	97	98	10	.
O=C(NCC1CCCO1)C1CC(=O)N(C2CCCCCC2)C1 (centres undefined)	?	?	?	?	2	-2	-5	?	?	35	.
Cn1c(=O)c2c(nc(SCC(=O)c3ccc(F)cc3)n2C)n(C)c1=O	97	95	98	98	10	-1	-2	97	100	16	4
Cc1ccc(/C=N/NC(=O)CC2N=C(Cc3ccccc3)NNC2=O)cc1 (centres undefined)	99	94	96	98	-5	-6	-1	98	99	22	0
C#CCN1C(=O)C(O)(CC(=O)c2ccc(OC)c(OC)c2)c2ccccc21 (centres undefined)	95	97	97	97	-17	-12	-9	97	97	12	16
CCCOc1ccc(C(=O)N2CCCC2C(=O)O)cc1 (centres undefined)	98	98	98	98	7	-7	1	97	98	15	.
NS(=O)(=O)c1ccc(NC(=O)COC(=O)COc2ccc(Cl)cc2)cc1	98	98	98	102	15	-36	-4	97	96	9	.
NCC12CC3CC(C1)CC(CN)(C3)C2	98	97	97	97	-1	-5	2	96	98	22	17
Cc1cc(C)cc(NC(=O)/C=C/c2ccc([N+](=O)[O-])s2)c1	102	97	103	101	20	0	7	97	99	9	11
OCCC1CN(CCCn2cccn2)CCN1Cc1ccccc1 (centres undefined)	101	95	101	99	-7	-25	4	99	98	10	-1
CCOC(=O)C(C)Sc1ncnc2c1c(-c1ccccc1)cn2-c1ccc(OC)cc1 (centres undefined)	103	96	98	99	27	-6	-5	97	98	11	.
Cc1cc(OCC(=O)NC(C)C)ccc1Cl	97	96	94	95	-9	-17	0	95	96	8	.
Cc1nc(CNS(=O)(=O)c2ccc(Oc3ccccc3)cc2)cs1	101	97	99	102	-17	-13	0	100	100	8	.
COc1cc(C)ccc1OCCOCCOc1ccccc1Br	96	91	101	95	9	-7	-2	98	97	13	-14
Cc1ccc(S(=O)(=O)NC2c3cccc4cccc(c34)C2Sc2nc(C)cc(C)n2)cc1 (centres undefined)	103	101	101	99	3	1	-3	101	98	1	.
CSCC[C@H](NC(=O)OC(C)(C)C)c1nnc(SCc2ccc(F)cc2)o1	96	95	94	95	7	-79	1	96	97	5	.
CN(C)c1ccnc(C(=O)O)c1	101	97	104	99	27	28	0	99	100	16	-5
O=C(NC(=S)Nc1ccc(N2CCOCC2)cc1)c1cncc(Br)c1	105	101	105	104	21	-80	-5	100	101	26	.
CCOc1ccccc1NC(=O)N1CCC(NC(=O)c2ccccc2C)CC1	100	98	99	102	-1	-16	-1	103	101	8	.
O=C(Nc1ccccc1)c1nsnc1C(=O)Nc1ccccc1	97	96	103	100	9	-22	1	98	99	9	-8
O=C(COC(=O)CNC(=O)c1ccccc1)Nc1ccc(S(=O)(=O)N2CCOCC2)cc1	97	97	105	96	7	-8	0	101	97	25	10
COc1ccc(CCNC(=O)CN(c2ccc(OC)cc2)S(C)(=O)=O)cc1	98	94	94	93	7	0	-1	93	96	23	.
CS(=O)(=O)Nc1ccc(C(=O)N2CCN(c3ccccc3)CC2)cc1	100	97	95	100	-3	-28	-4	99	98	11	.
CCCCN(CC)CCCNC(=O)C1c2ccccc2C(=O)N(C)C1c1cn(C)c2ccccc12 (centres undefined)	103	101	101	107	4	-27	-2	106	106	7	.
CC(NC(=O)Nc1ccc(F)cc1)C(c1cccs1)N1CCCC1 (centres undefined)	104	101	100	101	-1	-56	-4	100	100	15	-10
O=C(c1cccs1)N1CCN(C(=O)N2CCOCC2)CC1	101	99	100	100	19	-4	-4	99	100	6	.
CCCCN(CC)CCCNC(=O)c1cn(CC)c2ccc(S(=O)(=O)N3CCc4ccccc4C3)cc2c1=O	99	99	87	99	30	9	-1	95	97	13	7
Cc1ccc(C)c(OCC(=O)Nc2ccc(N3CCOCC3)cc2)c1	94	93	93	96	6	-32	-1	94	96	9	-31
O=C(CSc1nc(-c2ccco2)cc(C(F)(F)F)n1)NCCc1ccccc1	103	100	101	102	-5	-12	2	101	100	18	.
O=C(NNc1c2ccccc2nc2ccccc12)c1ccc(O)cc1O	94	96	100	93	68*	55*	-1	91	90	13	.
COc1ccc(OCC(O)CN(C2CCCCC2)C2CCCCC2)cc1 (centres undefined)	107	97	105	102	18	19	-4	103	106	13	25
Cc1cc(C)c2oc(-c3ccc(Cl)c(NC(=O)c4ccc(C#N)cc4F)c3)nc2c1	97	98	100	96	4	7	-2	96	97	16	10
COc1cccc(CNn2c(-c3cccc(C)c3)nc3ccccc3c2=O)c1O	97	97	99	101	19	-34	-2	100	97	9	.
CC1(C)CN(c2ccccc2)N(C(=O)c2ccc(C#N)cc2)C1=O	100	102	95	102	0	-23	-2	103	103	5	.
COC(=O)c1ccccc1Nc1cc(C)nc2nc(C)nn12	100	97	101	100	2	1	-4	99	98	7	.
CC(C)[C@H](NC(=O)c1ccccc1)C(=O)OCC(=O)Nc1ccc2c(c1)OCCO2	97	97	95	100	22	-3	-3	95	95	9	-21
COc1ccc(NS(=O)(=O)c2ccc(OC)c3ccccc23)cn1	105	102	102	105	17	-15	1	103	103	4	-17
COc1cc(OC)c2c(c1)OC(c1ccc(OC)c(OC)c1)C(O)C2=O (centres undefined)	100	100	96	95	1	-12	-4	96	97	18	.
O=C1CCCC/C1=N\Nc1ccc(OCc2ccccc2)cc1	105	98	102	98	-2	-56	-20	100	96	4	-5
COc1ccc(-c2nnc(Nc3ccc(OC)c(C(=O)N4CCCCC4)c3)c3ccccc23)cc1	101	97	98	100	10	-10	-6	99	100	4	.
Additional structures follow:
SMILES	Rac1 wt modul	Rac1 act GTP bind	Rab7 wt GTP bind	Cdc42 wt	Mcl1 Noxa PPI	Mcl1-Bid inh	Bim-Mcl-1	HRas wt GTP bind	Rab2 wt GTP	Avidin fluor	Pf gamet viab
COc1ccc(OC)c(N=CC2=C(O)CC(C)(C)CC2=O)c1	99	97	99	96	2	-34	2	98	101	13	.
CC12CCC(C/C1=N/NC(=O)Nc1ccccc1)C2(C)C (centres undefined)	101	97	99	101	12	9	-2	98	102	8	-24
Cc1cc(C)nc(N(C#N)Cc2ccc([N+](=O)[O-])cc2)n1	?	?	?	?	19	-3	0	?	?	10	-10
COc1ccccc1C(C)N(C)Cc1nc(COc2ccccc2)no1 (centres undefined)	.	.	.	.	21	-51	-3	.	.	12	0
CCOC(=O)N1CCN(C(=O)/C(=C/c2ccc(Br)cc2)NC(=O)c2ccc(OC)cc2)CC1	104	100	98	102	-4	-17	-5	99	100	16	12
Cc1ccc(OCCNS(=O)(=O)c2ccc(N3CCCC3=O)cc2)cc1	104	101	99	100	-12	-1	-1	97	100	5	14
O=S(=O)(Nc1cccnc1)c1cccs1	101	96	98	97	-1	-23	-1	100	98	10	.
